Compound activity (PubChem)
KCNK3 block: human KCNK3 channel inhibitors, primary screen, CHO cells, FluxOR thallium flux, B-score; hit rate 0.84% among 340,000; Potassium channel subfamily K member 3 (Homo sapiens), O14649; B-score at 10 µM; AID 602410, 2012; FluxOR fluorescence; active compounds read low;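 active means B-score under library mean minus 4 SD, starting fluorescence ratio at most library mean plus 5 SD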;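 further: more negative B-score means stronger inhibition of thallium flux through KCNK3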
Target sequence (O14649 whole entry, looked up): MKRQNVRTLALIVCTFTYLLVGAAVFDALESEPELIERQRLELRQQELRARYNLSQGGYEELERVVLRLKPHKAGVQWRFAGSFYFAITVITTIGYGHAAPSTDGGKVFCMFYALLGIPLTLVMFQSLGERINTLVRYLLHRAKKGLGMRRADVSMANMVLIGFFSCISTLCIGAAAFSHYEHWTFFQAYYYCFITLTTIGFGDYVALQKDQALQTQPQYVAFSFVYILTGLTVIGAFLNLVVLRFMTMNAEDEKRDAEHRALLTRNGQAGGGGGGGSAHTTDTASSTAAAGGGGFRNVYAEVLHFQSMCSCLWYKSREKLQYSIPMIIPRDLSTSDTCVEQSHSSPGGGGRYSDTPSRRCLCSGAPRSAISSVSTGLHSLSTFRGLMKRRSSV
* marks the source's active call; other numbers are inactive results; i = inactive.

KCNK3 block	SMILES
i	CSc1ccc(CN(C)CC(=O)N(C)CC(=O)Nc2ccccc2Br)cc1
i	O=C(COC(=O)c1cccnc1Cl)NCCc1ccc(F)cc1
i	CCOc1ccc(NC(=O)CN(C)C(=O)c2c(-c3ccccc3)noc2C)cc1OCC
i	O=C(NCCc1ccccc1)c1cccc(NC(=O)c2ccccc2)c1
i	O=S(=O)(c1ccc(=S)[nH]c1)N1CCCC1
i	Cc1c(C(=O)Nc2ccc3c(c2)OCCO3)oc2ccc(Br)cc12
i	O=C(/C=C/c1ccco1)N1CCN(S(=O)(=O)c2cccc([N+](=O)[O-])c2)CC1
i	COc1ccc(CCC(=O)N2CCN(S(=O)(=O)c3cccc(C(F)(F)F)c3)CC2)cc1OC
i	CCCn1nc(C(=O)NNC(=O)CCCOc2ccc(OC)cc2)c2ccccc2c1=O
i	CCOC(=O)C1CCN(C(=O)COC(=O)C23CC4CC(CC(C4)C2)C3)CC1
i	COc1ccc([C@H]2CC(=O)C=C(c3ccc(OC)cc3OC)C2)cc1
i	O=C(Cc1cccc(NC(=O)C2CCCN(C(=O)CCc3ccccc3)C2)c1)Nc1ccc(C(=O)N2CCOCC2)cc1 (stereo not drawn)
i	COc1ccc(CNC(=O)COC(=O)c2ccc(S(=O)(=O)N3CCOCC3)cc2)cc1
i	O=C(NCCCCCCNC(=O)OCc1ccccc1)OCc1ccccc1
i	CC(C)C(=O)Nc1cccc(COc2ccccc2CN(Cc2ccccc2)C(=O)OC(C)(C)C)c1
i	CCN(CC)S(=O)(=O)c1ccc(C(=O)Nc2cc(S(=O)(=O)N3CCOCC3)ccc2O)cc1
i	O=C(O)c1cccc(Oc2ccc(C(=O)O)c([N+](=O)[O-])c2)c1
i	CCOc1ccc(NC(=O)CN(C)C(=O)c2cc(-c3ccco3)nc3ccccc23)cc1OCC
i	Cc1csc(=O)n1CC(=O)Nc1ccc(Cl)c(Cl)c1
i	CCN(C[C@H]1N[C@@](Cc2ccccc2)(C(=O)OC)[C@H]2C(=O)N(Cc3ccccc3)C(=O)[C@@H]12)S(=O)(=O)c1ccc(-c2ccccc2)cc1
i	O=C(NCC(=O)N1CCOCC1)c1ccc(Cl)c(Cl)c1
i	Cc1cc(=O)oc2cc(OC(C)C(=O)Nc3ccc(C(N)=O)cc3)ccc12 (stereo not drawn)
i	COc1ccccc1NS(=O)(=O)c1ccc2oc(SC(C)C(=O)N3CCNC3=O)nc2c1 (stereo not drawn)
i	O=C(NC1CC1)c1cccc(NC(=O)C2CC2)c1
i	COc1ccc(S(=O)(=O)N2CCN(Cc3cc(=O)n4ccccc4n3)CC2)cc1
i	CCOc1ccc(C(=O)N(CC)CC(=O)Nc2ccc3c(c2)OCCO3)cc1OCC
i	C/C(=N\NC(=O)c1cc(C)nc2ccccc12)c1ccccn1
i	CCOc1ccc(NS(=O)(=O)c2ccc(C(=O)N3CC(C)OC(C)C3)cc2)cc1 (stereo not drawn)
i	CCCN(CC)c1ncnc2[nH]ncc12
-12*	COc1ccccc1N(C)S(=O)(=O)c1ccc(C(=O)Nc2cccc(Br)c2)cc1
i	Cc1cccc(C)c1NC(=O)CN(C)C(=O)c1ccccc1Sc1ccccc1C#N
i	Cc1cc(C)c(S(=O)(=O)Nc2ccccc2)c(C)c1
i	NNC(=O)c1nnsc1-c1csnn1
i	O=C(COC(=O)c1ccccc1)NC(=O)NC1CCCC1
i	COc1cccc(N2CCN(C(=O)CCNS(=O)(=O)c3ccc(F)c(F)c3)CC2)c1
i	Cc1noc(C)c1S(=O)(=O)N(C)C[C@H]1Oc2c(NC(=O)C3CCCCC3)cccc2C(=O)N([C@H](C)CO)C[C@@H]1C
i	CC(=O)c1c(C)[nH]c(C(=O)COC(=O)C2(C)CC2(Cl)Cl)c1C (stereo not drawn)
i	O=C(COC(=O)c1ccc(S(=O)(=O)C(F)F)cc1)Nc1ccccc1C(=O)NC1CC1
i	Cc1ccsc1C(=O)OCC(=O)Nc1ccc(Cl)cn1
i	N#Cc1ccccc1S(=O)(=O)N1CCN(C(=O)c2cc(=O)[nH]c3ccccc23)CC1
i	O=C(OCC(=O)N1CCc2ccccc21)c1n[nH]c(=O)c2ccccc12
i	Cc1ccc([C@H]2C(C(=O)O)=CC[C@@H](c3cccs3)N2S(=O)(=O)c2ccc(C)cc2)cc1
i	O=C(Cn1ccc(C(F)(F)F)n1)NNC(=O)c1ccco1
i	CCOc1ccc(NC(=O)COC(=O)c2cc(S(=O)(=O)N3CCCC3)ccc2C)cc1
i	CC(=O)Nc1ccc(S(=O)(=O)Nc2ccc(-n3cnnn3)cc2)cc1
i	O=C(Cn1cc(C(F)(F)F)cc(Cl)c1=O)Nc1cccc(S(=O)(=O)N2CCCCC2)c1
i	CC(C)C(NC(=O)C1CC(=O)N(Cc2ccccc2)C1)c1nc2ccccc2[nH]1 (stereo not drawn)
i	Cc1ccccc1OCC(=O)N(Cc1nnc(-c2ccc(Cl)cc2)o1)C(C)C
i	NC(=O)CC[C@H](NC(=O)c1ccc(F)cc1)C(=O)N1CCN(Cc2ccc3c(c2)OCO3)CC1
i	O=C1C=CC(=O)N1c1ccc(OC(F)F)cc1
i	O=C(NCc1ccccc1CN1CCCC1)c1cccc(S(=O)(=O)N2CCCC2)c1
i	CC(C)(C)S(=O)(=O)N1Cc2cc(CO)cc(CCO)c2[C@@H]1CCO
i	O=C(COC(=O)c1cnc(Cl)c(Cl)c1)NC1CC1
i	O=C(CCC(=O)c1ccc(Cl)s1)Nc1ncccc1O
i	O=C1C=CC(=O)N1c1cccc2cccnc12
i	O=C(Nc1cc2c(cc1Br)OCCO2)c1ccc(=O)[nH]c1
i	O=C(NC1CCOC1=O)c1ccccc1 (stereo not drawn)
i	Cc1cc(C)nc(NS(=O)(=O)c2ccc(NC(=O)COc3ccccc3F)cc2)n1
i	O=C(COC(=O)COc1ccccc1F)NC1CC1
i	CC(C)C[C@H]1CNC(=S)N1CC1CCCN1C[C@H](Cc1ccc(O)cc1)N1C[C@H](Cc2ccccc2)N(CC2CCCCCC2)C1=S (stereo partly drawn)

Next part.
KCNK3 block	SMILES
i	CC(C)c1ccc(NC(=O)CN2C(=O)NC(C)(C3CC3)C2=O)cc1 (stereo not drawn)
i	Cc1ccccc1CC(=O)OCC(=O)Nc1ccc(C)c(S(=O)(=O)N2CCCCC2)c1
i	O=C(Nc1cc(C(F)(F)F)ccc1-n1cncn1)c1ccc(F)cc1Cl
i	CC1(C)CC2CC(C)(CN2S(=O)(=O)c2ccccc2[N+](=O)[O-])C1 (stereo not drawn)
i	O=C1CCCCC1
i	Cc1ccc(S(=O)(=O)N2CCCN(C)c3nc4ccccc4nc32)cc1
i	C=C(CN(C)C)C(=O)c1cc(OC)c(OC)cc1OC
i	O=C(Cc1ccccc1)NCC(=O)N1CCN(Cc2cccc(Cl)c2)CC1
i	COCC(C)n1c(C)cc(C(=O)COC(=O)c2cccn2C)c1C (stereo not drawn)
i	N#Cc1ccc(S(=O)(=O)N2CCN(CC(=O)NCC3(N4CCOCC4)CCCCC3)CC2)cc1
i	COc1cc(/C=C/C(=O)OCC(=O)NC(=O)C2COc3ccccc3O2)ccc1OC(F)F (stereo not drawn)
i	O/N=C(\Cn1ccnc1)c1ccccc1
i	O=C(NNC(=O)c1cc(-c2ccncc2)nc2ccccc12)c1ccccc1F
i	COc1ccc(NS(=O)(=O)c2cc(N)ccc2N2CCCC2)cc1
i	Cc1ccc(S(=O)(=O)N2CCCCC2)cc1NC(=O)CNC(C)c1ccc(Cl)c(Cl)c1 (stereo not drawn)
i	O=C(Cc1ccc(Cl)cc1)Nc1ccccc1CO
i	O=C(CCN1C(=O)CSc2ccccc21)Nc1ccc(OC(F)(F)F)cc1
i	COc1cc(C)c(NC(=O)c2cc(C3CC3)nc3c2cnn3C(C)C)cc1OC
i	COc1ccc(NC(=O)COC(=O)CCc2nc3ccccc3c(=O)[nH]2)cc1Cl
i	CN(CC(=O)Nc1ccc(OC(F)(F)F)cc1)C(=O)/C=C/c1ccco1
i	O=C(COC(=O)c1ccc(F)c(S(=O)(=O)N2CCOCC2)c1)NC1CCCCC1
i	O=C(c1ccco1)N1CCN(C(=O)c2ccc(-c3ccc([N+](=O)[O-])cc3)o2)CC1
i	O=C(COC(=O)c1ccc([N+](=O)[O-])o1)NC1CCCc2ccccc21 (stereo not drawn)
i	COC(=O)c1ccc2cc(OC)cc([N+](=O)[O-])c2n1
i	O=C(COC(=O)COc1cccc(Br)c1)Nc1ccc(F)cc1F
i	COC(=O)c1c(C)[nH]c(C(=O)C(C)OC(=O)C2CC(=O)N(c3ccc(C)cc3)C2)c1C (stereo not drawn)
i	O=[N+]([O-])c1ccc(N2CCOCC2)cc1
i	Cc1cccc(C)c1NC(=O)COC(=O)c1cc(S(=O)(=O)Nc2ccc(Cl)cc2)ccc1O
i	Cc1noc(C)c1COc1ccc(C(=O)N2CCC(C(N)=O)CC2)cc1
i	CCC(CC)c1nnc(NC(=O)c2cccc(S(=O)(=O)N3CCOCC3)c2)s1

2 of the compounds above, with tabs.
Structure	KCNK3 block
O=C(Cc1ccccc1)NCC(=O)N1CCN(Cc2cccc(Cl)c2)CC1	i
O=C(COC(=O)c1ccc([N+](=O)[O-])o1)NC1CCCc2ccccc21 (stereo not drawn)	i

Following part
KCNK3 block	SMILES
i	O=[N+]([O-])c1ccc(COc2ccc(CN3CCCCC3)cc2)cc1
i	COc1ccc(C(CNC(=O)c2c(C)nn(Cc3ccccc3)c2Cl)N2CCOCC2)cc1 (stereo not drawn)
i	CCOc1ccc(/C=C(/C#N)c2nnc(N3CCOCC3)n2-c2ccccc2)cc1OC
i	Nc1nc(SCc2cccnc2)c2ncn(C3OC(CO)C(O)C3O)c2n1 (stereo not drawn)
i	CCn1c2ccccc2c2cc(NC(=O)C(C)OC(=O)c3ccc(NC(=O)CC#N)cc3)ccc21 (stereo not drawn)
i	CC(C)C(=O)Nc1cccc(COc2ccc(CN(CCc3ccccc3)C(=O)OC(C)(C)C)cc2)c1
i	CC(C)OCCCNc1nc(Cl)nc2c1cnn2C
i	COCCn1cnnc1SCC(=O)Nc1ccc(N2CCCCC2)cc1
i	Cc1cc(C)c(C(N)=O)c(SCC(=O)c2cc(C)n(-c3cc(C)on3)c2C)n1
i	O=C(Nc1cc(Cl)ccc1-n1cncn1)c1cccc(S(=O)(=O)N2CCOCC2)c1
i	COc1cc(/C=C/C(=O)OCC(=O)N2CCN(S(=O)(=O)c3ccc(C)cc3C)CC2)ccc1OC(F)F
i	O=C(NC1C/C=C\C(c2ccccc2)N(c2ccccc2)C(=O)C1)OCC1c2ccccc2-c2ccccc21 (stereo not drawn)
i	O=C(O)c1ccc(O)cc1O
i	COc1cccc(C(=O)Nc2cccc(S(=O)(=O)NC3=NCCC3)c2)c1
i	S=C1NCC(c2ccccc2)S1 (stereo not drawn)
i	CC1(c2ccc3ccccc3c2)NC(=O)N(CC(=O)N2CCCC(C(F)(F)F)C2)C1=O (stereo not drawn)
i	O=C(COc1ccccc1F)Nc1ccc(S(=O)(=O)N2CCCC2)cc1
i	CCc1ccccc1NC(=O)CN(C)C(=O)COC(=O)c1cccnc1Cl
i	Cc1ccccc1C(=O)OCC(=O)NCc1ccco1
i	CC1CCN(N=Nc2nc3c([nH]2)c(=O)n(C)c(=O)n3C)CC1
i	CC(=O)Oc1cc(C(=O)OCC(=O)N2CCc3ccccc3C2)cc(OC(C)=O)c1OC(C)=O
i	CCCCN(C(=O)C1COc2ccccc2O1)c1c(N)n(CCC)c(=O)[nH]c1=O (stereo not drawn)
i	CCCN(CC(=O)Nc1ccccc1C)C(=O)COC(=O)c1cnc(C)cn1
i	COc1ccc(NC(=O)Nc2cccc3c2O[C@H](CN(C)S(=O)(=O)c2ccc(OC)cc2)[C@@H](C)CN([C@H](C)CO)C3=O)cc1
i	Cc1ccc(C)c(N2CCN(C(=O)CCc3nc(-c4cccc(Br)c4)no3)CC2)c1
i	O=C(COc1cccc(F)c1)NNC(=O)Cc1ccc(S(=O)(=O)N2CCOCC2)s1
i	CCN(C(=S)NC(=O)c1ccco1)c1cccc2ccccc12
i	O=C(CSc1ccccc1F)Nc1ccc2c(c1)OCO2
i	Cc1cc(NS(=O)(=O)c2ccc(NC(=O)c3cnc(Cl)c(Cl)c3)cc2)nc(C)n1
-12*	N#Cc1ccccc1S(=O)(=O)N1CCN(C(=O)Cc2coc3cc(O)ccc23)CC1

3 compounds from above, ordered by SMILES length, smallest number first.
KCNK3 block	SMILES
i	Nc1nc(SCc2cccnc2)c2ncn(C3OC(CO)C(O)C3O)c2n1 (stereo not drawn)
i	COc1ccc(C(CNC(=O)c2c(C)nn(Cc3ccccc3)c2Cl)N2CCOCC2)cc1 (stereo not drawn)
i	Cc1cc(NS(=O)(=O)c2ccc(NC(=O)c3cnc(Cl)c(Cl)c3)cc2)nc(C)n1

Additional compounds follow:
KCNK3 block	SMILES
i	O=[N+]([O-])c1cc(C(F)(F)F)ccc1Cl
i	CC(O)CNc1nc(N)[nH]c(=O)c1N=Nc1ccccc1 (stereo not drawn)
i	CCCN(C(=O)Cc1csc(-c2ccccc2)n1)C1CCS(=O)(=O)C1 (stereo not drawn)
i	CCOC(=O)C1=C(COC(=O)COc2cccc(C)c2C)NC(=O)NC1C (stereo not drawn)
i	CCCCc1ccc(NS(=O)(=O)c2cccc(C(=O)N3CCCN(C)CC3)c2)cc1
i	CCCCN1C(=O)C(=O)N(CC(=O)c2cc(C)n(-c3cc(C)on3)c2C)C1=O

Quoted at random: three records from the list, in no set order.
KCNK3 block	SMILES
i	CCCCc1ccc(NS(=O)(=O)c2cccc(C(=O)N3CCCN(C)CC3)c2)cc1
i	CCCCN1C(=O)C(=O)N(CC(=O)c2cc(C)n(-c3cc(C)on3)c2C)C1=O
i	O=[N+]([O-])c1cc(C(F)(F)F)ccc1Cl

Shown field by field: entries from further up
> O=C(COC(=O)c1ccc(F)c(S(=O)(=O)N2CCOCC2)c1)NC1CCCCC1
  KCNK3 block = i

> O=C(c1ccco1)N1CCN(C(=O)c2ccc(-c3ccc([N+](=O)[O-])cc3)o2)CC1
  KCNK3 block = i

> O=C(COC(=O)c1ccc([N+](=O)[O-])o1)NC1CCCc2ccccc21 (stereo not drawn)
  KCNK3 block = i

> COC(=O)c1ccc2cc(OC)cc([N+](=O)[O-])c2n1
  KCNK3 block = i

Some of the compounds tested; count on the stated rates, not on these rows.
